Epigenetic reg = epigenetic control regulation, reporter derepression; murine LDR cells, GFP reporter derepression, 30 h; Potency, µM (titrated, usually from 53.9 µM), for the others: top-dose GFP activation, actives largely listed as activators; 0.2% of 280,000 active; AID 1865; also: % of control where 0% means no effect; nearly all actives have a fitted effect of over 60% in size
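Murine LDR cells carrying a silenced, genomically integrated CMV-driven GFP reporter were exposed to compound for 30 hours at 37 C. After PBS washes, GFP-positive cells (20–120 um objects) were counted by laser-scanning microplate cytometry.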
GAA glycogen mod = GAA glycogen-cleavage inhibition or activation. Potency, µM (highest dose often 76.4 µM), for the others: at the top dose activity change, negative = inhibition, hits mostly inhibitors. recombinant GAA, glycogen substrate, Amplex Red glucose oxidase fluorescence. 0.38% of 300,000 active. P10253;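 also: 0% = full enzyme reaction and -100% = no-enzyme basal signal; the screen sought inhibitors and activators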
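Recombinant human alpha-glucosidase (4 nM final) hydrolysed bovine liver glycogen (30 ug) for 40 min at 37 C in pH 5.0 citrate/phosphate with 0.01% Tween-20. Released glucose detected by glucose oxidase/Amplex Red, Ex 573/Em 610 nm. Compounds up to 77 uM; AC50 from Hill fits.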
Tau fluor counter = counter-screen for tau fibril formation inhibitors | tau K18 P301L Alexa594 fluorescence, heparin fibrillization | Potency, µM (series often up to 57.7 µM), for inactives: at the top dose activity change, negative = decrease | 0.93% of 280,000 active | AID 1463; also: % is scaled to controls: 0 for no effect and ±100 for the full control effect; nearly all actives have a fitted effect of over 55% in size
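Human tau K18 P301L (15 uM unlabeled, 0.24 uM Alexa 594-labeled) in 100 mM sodium acetate pH 7 with 20 uM heparin, 6 hr at 37 C. ThT 30 uM added, 1 hr ambient; Alexa 594 FP and total fluorescence read at 555/632 nm.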
* = called active by the depositor; ? = inconclusive; & = joins results of further samples; [ ] = remark or other dose. Calls follow the shape of the dose curve; as a rule, active = well fitted curve in the direction sought with a large enough effect; inconclusive = small, poorly fitted or top-dose-only effect, or another doubt; inactive = no such curve, though single readings can be large; an effect the other way counts as inactive or inconclusive. Potency is read from the fitted curve at half-maximal effect. This is a subset; count on the stated rates, not on these rows.

SMILES	Epigenetic reg	GAA glycogen mod	Tau fluor counter
N#C/C(=C\c1cccc(F)c1)c1nc(-c2cc3ccccc3oc2=O)cs1	-0.5%	-13%[76.3 µM]	?
CCCCNc1nc(Oc2ccc(=O)n(C)n2)nc(N2CCOCC2)n1	-5.6%	18%[76.3 µM]	2%
N#Cc1nc(COc2cccc(Cl)c2)oc1NCCc1ccccc1	-1.0%	-15%[76.3 µM]	?
COc1cccc(NC(=O)CN2C(=O)CC(c3ccco3)Sc3ccccc32)c1 (centres undefined)	1.1%	-23%[76.3 µM]	-26%
CCc1cccc(C)c1NC(=O)C1CCCN(S(=O)(=O)c2cccc3nsnc23)C1 (centres undefined)	0.1%	-3%[76.3 µM]	-5%
CCC1CN(C(=O)N2CCC(C(=O)N3CCN(c4ccc(F)cc4)CC3)CC2)c2ccccc2O1 (centres undefined)	1.4%	-16%[76.3 µM]	2.5µM*[quencher]
O=C(CSCn1nnc2c(=O)[nH]c(Cc3ccc(F)cc3)nc21)Nc1cccc(C(F)(F)F)c1	-1.9%	-6%[76.3 µM]	-26%
Cc1cc(C)cc(-n2ccn(CC(=O)Nc3ccccc3C(F)(F)F)c(=O)c2=O)c1	0.0%	11%[76.3 µM]	-7%
COc1cccc(-c2cc(C(=O)NCc3ccc(F)cc3)no2)c1	-0.9%	6%[76.3 µM]	-3%
COc1ccc(Cn2c(SCc3ccc(C(=O)NC(C)c4ccccc4)cc3)nc3cccnc32)cc1 (centres undefined)	2.4%	3%[76.3 µM]	-2%
Cc1ccc(NC(=O)Cn2c(=O)n(-c3ccccc3)c(=O)c3ccc(C(=O)NCc4ccc5c(c4)OCO5)cc32)cc1	?	?	-2%
Cc1ccc(CNC(=O)C2CCN(S(=O)(=O)c3ccc(F)cc3)CC2)cc1	1.2%	14%[76.3 µM]	-20%
CC(C)(C)C(=O)Cn1c(=O)n(-c2ccccc2)c(=O)c2c3c(sc21)CCC3	-0.7%	14%[76.3 µM]	-15%
COc1cccc(NC(=O)c2c(C(=O)Nc3ccccc3)sc3nc(C)cc(=O)n23)c1	-0.8%	12%[76.3 µM]	-22%
CCOC(=O)c1c(NC(=O)c2cc(-c3cccc(Cl)c3)on2)sc(C(C)=O)c1C	-1.8%	-4%[76.3 µM]	-7%
Cc1ccc2c(=O)cc(C(=O)Nc3sc4c(c3C(=O)NCc3ccccc3)CCCC4)oc2c1C	5.6%	-1%[76.3 µM]	-2%
Cn1c(C(=O)Nc2ccc(OC(F)(F)F)cc2)cc2c(=O)n3ccccc3nc21	0.0%	13%[76.3 µM]	-5%
COc1ccc(C2C=C(c3ccccc3)Nc3nc(NC(=O)/C=C/c4ccccc4Cl)nn32)cc1 (centres undefined)	7.1%	-3%[76.3 µM]	-17%
CCOc1ccc(Br)cc1C1NC(=O)c2c(sc3c2CCN(C)C3)N1 (centres undefined)	2.9%	-16%[76.3 µM]	-10%
CCc1cccc(NC(=O)Cn2c(=O)n(CCC(=O)NCc3ccccc3Cl)c(=O)c3sccc32)c1	-0.9%	1%[76.3 µM]	-12%
COc1ccc(CCNc2nc3ccc(Cl)cc3n3cnnc23)cc1OC	-5.1%	15%[76.3 µM]	-13%
CCc1cccc(NC(=O)CCN2C(=O)c3ccccc3Sc3ncccc32)c1	-1.7%	13%[76.3 µM]	-8%
Cc1[nH]n(-c2ccccc2)c(=O)c1C(c1cc(Cl)ccc1O)c1c(C)[nH]n(-c2ccccc2)c1=O	-0.8%	?	-16%
O=C(Cn1ncc2c3ccccc3n(Cc3cccc(Cl)c3)c2c1=O)N1CCCCC1	7.2%	6%[76.3 µM]	-17%

Profiles as entered above.
`COc1ccc(CCNc2nc3ccc(Cl)cc3n3cnnc23)cc1OC` across the screens: Epigenetic reg: -5.1%; GAA glycogen mod: 15%[76.3 µM]; Tau fluor counter: -13%
`Cn1c(C(=O)Nc2ccc(OC(F)(F)F)cc2)cc2c(=O)n3ccccc3nc21` across the screens: Epigenetic reg: 0.0%; GAA glycogen mod: 13%[76.3 µM]; Tau fluor counter: -5%

Reformatted with values under each structure: two of the compounds above.
Results follow in this order: Epigenetic reg | GAA glycogen mod | Tau fluor counter
CCOc1ccc(Br)cc1C1NC(=O)c2c(sc3c2CCN(C)C3)N1 (centres undefined)
→ 2.9% | -16%[76.3 µM] | -10%
CCc1cccc(NC(=O)Cn2c(=O)n(CCC(=O)NCc3ccccc3Cl)c(=O)c3sccc32)c1
→ -0.9% | 1%[76.3 µM] | -12%

Following part:
SMILES	Epigenetic reg	GAA glycogen mod	Tau fluor counter
COc1ccc(-n2nnnc2C2CCN(S(=O)(=O)c3cccc(Cl)c3C)CC2)cc1	-3.1%	-10%[76.3 µM]	-21%
COc1c(Cl)cc(C(=O)N(Cc2ccc(C)o2)C2CCS(=O)(=O)C2)cc1Cl (centres undefined)	-1.9%	11%[76.3 µM]	-23%
Cc1ccc(-c2cn3nc(N4CCCC(C(=O)NCc5ccc(F)cc5)C4)sc3n2)cc1 (centres undefined)	0.0%	4%[76.3 µM]	-28%
Cc1nc2nncn2c(Nc2ccc(F)cc2)c1C	0.2%	-8%[76.3 µM]	6%
Cn1cc(CCCC(=O)NCc2ccc(F)cc2)c2ccccc21	4.2%	-12%	-3%
CCOc1ccccc1C1CC(=O)NC(C)=C1C(=O)OCc1ccc(C)cc1 (centres undefined)	0.8%	3%[76.3 µM]	-3%
Cn1c(=O)c2c(nc(N3CCOCC3)n2Cc2ccccc2Cl)n(C)c1=O	-1.1%	18%[76.3 µM]	-13%
CCOC(=O)CNC(=O)c1cc2c(=O)n(CC)c3ccccc3c2s1	-1.1%	-3%[76.3 µM]	1%
CCOC(=O)N1CCc2c(sc3c2c(=O)n(-c2ccc(Cl)cc2)c(=O)n3Cc2cccc(C)c2)C1	12%	-6%[76.3 µM]	-4%
CCOC(=O)c1ccc(NC(=O)C(Cc2ccccc2)N2Cc3ccccc3C2=O)cc1 (centres undefined)	0.9%	9%[76.3 µM]	-11%
Cc1ccc(-c2nonc2NC(=O)c2ccco2)cc1C	-1.3%	-11%[76.3 µM]	-18%
CCOC(=O)c1ccc(N2C(=O)c3[nH]nc(-c4ccccc4)c3C2c2ccc(C(C)C)cc2)cc1 (centres undefined)	6.5%	-14%[76.3 µM]	-25%
CC(=O)N1c2ccc(S(=O)(=O)NCCC(=O)N(C)Cc3ccccc3)cc2CC1C (centres undefined)	1.3%	-5%&15%[76.3 µM]	-4%
COc1ccc(C2c3c(oc4ccc(F)cc4c3=O)C(=O)N2Cc2ccc3c(c2)OCO3)cc1 (centres undefined)	-1.6%	-10%[76.3 µM]	-7%
CCOc1ccc(-c2cc3nc(C4CCN(C(=O)OC(C)(C)C)CC4)c(C(=O)Nc4ccc(C)cc4C)cn3n2)cc1	1.4%	35µM*	-24%
Cc1ccc(CNc2ncccc2-c2nc(-c3ccc(Cl)cc3)no2)cc1	-2.4%	-6%[76.3 µM]	-1%
Cc1ccc(CNC(=O)c2nc(SCc3ccc(C)cc3)ncc2Cl)cc1	5.2%	13%[76.3 µM]	13%
O=C(CSc1c2c(nc3ccccc13)CCC2)Nc1ccc(F)cc1	4.4%	14%[76.3 µM]	-15%
Cn1c(=O)c(=O)n(C)c2cc(S(=O)(=O)N3CCN(c4ccccc4)CC3)ccc21	1.4%	18%[76.3 µM]	0%
CC(C)CN(CCNC(=O)c1cn(C)c2ccc(S(=O)(=O)N3CCOCC3)cc2c1=O)CC(C)C	-0.8%	-4%[76.3 µM]	-24%
COC(=O)c1ccc(NC(=O)C(=O)NCC(c2cccnc2)N2CCc3ccccc32)cc1 (centres undefined)	1.4%	3%[76.3 µM]	-17%
CCn1cc(S(=O)(=O)c2ccccc2)c(=O)c2cc(F)c(F)cc21	-0.2%	14%[76.3 µM]	-8%
COc1ccc(CCNC(=O)CCc2c(C)nc3cc(-c4ccccc4)nn3c2C)cc1OC	0.0%	-4%[76.3 µM]	-22%
O=C(Nc1cccc(NC(=O)c2ccc(Br)o2)c1)c1ccccc1	-0.8%	10%[76.3 µM]	?

2 entries picked at random from those above:
SMILES	Epigenetic reg	GAA glycogen mod	Tau fluor counter
COc1cccc(NC(=O)c2c(C(=O)Nc3ccccc3)sc3nc(C)cc(=O)n23)c1	-0.8%	12%[76.3 µM]	-22%
Cn1c(C(=O)Nc2ccc(OC(F)(F)F)cc2)cc2c(=O)n3ccccc3nc21	0.0%	13%[76.3 µM]	-5%

The list goes on.
SMILES	Epigenetic reg	GAA glycogen mod	Tau fluor counter
Cc1ccc(NC(=O)c2sc3nc4c(cc3c2N)CN(Cc2ccccc2)CC4)cc1	?	-1%[76.3 µM]	-16%
CCOc1cc(C(=O)Nc2ccc3c(c2)n(C)c(=O)c(=O)n3C)cc(OCC)c1OCC	2.0%	22%[76.3 µM]	-18%
CCN(CC)c1ccc(CN(C(=O)Cc2coc3ccc(C)cc23)C2CCS(=O)(=O)C2)cc1 (centres undefined)	-1.9%	-13%[76.3 µM]	-27%
COc1ccccc1NC(=O)C1=C(C)Nc2nc(SCc3ccccc3F)nn2C1c1cccs1 (centres undefined)	-0.9%	8%[76.3 µM]	-16%
CCOC(=O)c1oc2c(c1C)-c1nn(Cc3ccc(Cl)cc3)cc1CC2	4.8%	-29%[76.3 µM]	-8%
Cc1ccc2cccc(NC(=O)COc3cc(C)c(Cl)c(C)c3)c2n1	0.0%	6%[76.3 µM]	-4%
O=S(=O)(Nc1ccc(Br)cc1)c1ccc2nc(-c3ccccc3)[nH]c2c1	-0.5%	-12%[76.3 µM]	?
CCOc1ccc(C2CC(=O)c3c([nH]c(C(=O)OCCOc4ccccc4)c3C)C2)cc1 (centres undefined)	0.1%	4%[76.3 µM]	-11%
COc1ccc(C(=O)Nc2ccc3oc(-c4ccc(OC)cc4)nc3c2)cc1	-3.2%	-7%[76.3 µM]	-6%
COc1cc(C2CC(=O)Nc3cc4c(cc32)OCCO4)cc(OC)c1O (centres undefined)	2.5%	-26%[76.3 µM]	-8%
Cc1c(Cl)cccc1NC(=O)Cn1nc(C)c2sc3ccccc3c2c1=O	-3.2%	13%[76.3 µM]	-11%
COC(=O)c1ccc(-n2c(CCC(=O)O)ccc2-c2ccc(C)cc2)cc1	-1.0%	0%	-14%
CCSc1ncc(Cl)c(C(=O)Nc2ccc(S(=O)(=O)Nc3ncccn3)cc2)n1	-1.9%	17%[76.3 µM]	-7%
O=C(C1CCCN(S(=O)(=O)c2cccc3nonc23)C1)N1CCN(c2ccccc2F)CC1 (centres undefined)	-0.6%	10%[76.3 µM]	-20%
Cc1c(Cl)cccc1NC(=O)c1noc2c1CCCC2	-0.9%	-11%[76.3 µM]	-18%
COc1cccc2c1cc1c(=O)n(CC(=O)NC3CC3)nc(C)n12	0.8%	12%[76.3 µM]	-5%
COc1ccc(N2C(=O)C(CC(=O)Nc3ccc(Cl)cc3)N(Cc3ccc4c(c3)OCO4)C2=O)cc1 (centres undefined)	-2.0%	4%[76.3 µM]	?
CCCc1cc(=O)n2[nH]c(NCc3ccc(CC)cc3)nc2n1	0.0%	11%[76.3 µM]	-4%
O=C(Cn1ncc2c3ccccc3n(Cc3cccc(Cl)c3)c2c1=O)Nc1ccc(F)cc1F	-0.5%	-6%[76.3 µM]	-9%
CC(=O)c1cccc(NCc2ccccc2-c2nnc(-c3ccccc3)o2)c1	1.3%	-7%[76.3 µM]	?
Cn1c(=O)c2c(ncn2CC(=O)Nc2cccc(Cl)c2Cl)n(C)c1=O	-1.6%	3%[76.3 µM]	-13%
COc1ccc(-c2nsc(NC(=O)COc3ccc(C)c(C)c3)n2)cc1	-1.0%	-1%[76.3 µM]	?
Cc1ccc(NC(=O)CSc2nc3c(oc4ccccc43)c(=O)n2-c2ccc(F)cc2)c(C)c1	0.0%	13%[76.3 µM]	4%
O=C(OCc1cccc(C(F)(F)F)c1)c1ccc(-c2nnn(Cc3ccc(F)cc3)n2)cc1	-1.1%	-7%[76.3 µM]	-8%
CCOc1ccc(/C=C(\C#N)C(=O)Nc2sc3c(c2C(=O)OC)CCC3)cc1OC	-1.6%	0%[76.3 µM]	-6%
CCOC(=O)N1CCC2(CC1)OC(=O)C(C)=C2C(=O)NCc1ccccc1OC	-1.2%	7%[76.3 µM]	2%
CC1CCC(NC(=O)Cn2ncc3c4ccccc4n(Cc4ccc(F)cc4)c3c2=O)CC1 (centres undefined)	3.2%	-2%[76.3 µM]	7%
Cc1ccc(Cl)cc1N1CCN(C(=O)CN2C(=O)COc3ccc(S(=O)(=O)N4CCCCCC4)cc32)CC1	-0.3%	15%[76.3 µM]	-8%
Cc1ccc(Cn2c(C(=O)O)c(CNCCc3cccs3)c3ccc(C)cc32)cc1	-1.3%	-4%[76.3 µM]	-2%

Screening results (PubChem BioAssay)
